# Screening data as filed in PubChem.
# Abeta rescue: A-beta toxicity reversal in yeast; yeast expressing A-beta42, growth rescue, OD600, 48 h; response scale: 0% DMSO, 100% iron-clioquinol control; Potency, µM (doses to about 46.1 µM), without a hit: at the top dose growth rescue, most hits filed as activators; 410,000 compounds, 0.063% hits; also: potency is read from the fitted curve at half-maximal effect; nearly all actives have a fitted effect of over 55% in size
#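 Yeast A-beta toxicity model in growth medium with pinned compounds, 48 h at 30 C; growth read as absorbance at 600 nm. Normalized to FeCl3/clioquinol equimolar mix (positive) and DMSO (negative).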
# EPAC1 agonist: EPAC1 (human) agonism; 360,000 compounds, 0.073% hits; EPAC1 agonist qHTS, biochemical assay; response scale: 100% = response to 6.5 mM cAMP; AID 720707; Potency, µM (doses to about 154 µM), without a hit: at the top dose activation, actives largely listed as activators; also: potency is read from the fitted curve at half-maximal effect; nearly all actives have a fitted effect of over 60% in size
#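 Nucleotide exchange by EPAC1 (100 nM) on Rap1B–BODIPY-GDP (250 nM) in the presence of 50 uM GDP is tracked fluorescently at 480/540 nm over 30 min. Signals are normalized to a 6.5 mM cAMP control.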
# WRN helicase inh: WRN helicase (human) inhibition; Q14191; WRN helicase unwinding, fluorescent forked duplex, kinetic; Potency, µM (series often up to 114 µM), for inactives: top-dose activity change, negative = inhibition, hits mostly inhibitors; 360,000 compounds, 0.46% hits; also: potency is read from the fitted curve at half-maximal effect; % is scaled to controls: 0 for no effect and ±100 for the full control effect; nearly all actives have a fitted effect of over 55% in size
# Target sequence (Q14191 whole entry, looked up): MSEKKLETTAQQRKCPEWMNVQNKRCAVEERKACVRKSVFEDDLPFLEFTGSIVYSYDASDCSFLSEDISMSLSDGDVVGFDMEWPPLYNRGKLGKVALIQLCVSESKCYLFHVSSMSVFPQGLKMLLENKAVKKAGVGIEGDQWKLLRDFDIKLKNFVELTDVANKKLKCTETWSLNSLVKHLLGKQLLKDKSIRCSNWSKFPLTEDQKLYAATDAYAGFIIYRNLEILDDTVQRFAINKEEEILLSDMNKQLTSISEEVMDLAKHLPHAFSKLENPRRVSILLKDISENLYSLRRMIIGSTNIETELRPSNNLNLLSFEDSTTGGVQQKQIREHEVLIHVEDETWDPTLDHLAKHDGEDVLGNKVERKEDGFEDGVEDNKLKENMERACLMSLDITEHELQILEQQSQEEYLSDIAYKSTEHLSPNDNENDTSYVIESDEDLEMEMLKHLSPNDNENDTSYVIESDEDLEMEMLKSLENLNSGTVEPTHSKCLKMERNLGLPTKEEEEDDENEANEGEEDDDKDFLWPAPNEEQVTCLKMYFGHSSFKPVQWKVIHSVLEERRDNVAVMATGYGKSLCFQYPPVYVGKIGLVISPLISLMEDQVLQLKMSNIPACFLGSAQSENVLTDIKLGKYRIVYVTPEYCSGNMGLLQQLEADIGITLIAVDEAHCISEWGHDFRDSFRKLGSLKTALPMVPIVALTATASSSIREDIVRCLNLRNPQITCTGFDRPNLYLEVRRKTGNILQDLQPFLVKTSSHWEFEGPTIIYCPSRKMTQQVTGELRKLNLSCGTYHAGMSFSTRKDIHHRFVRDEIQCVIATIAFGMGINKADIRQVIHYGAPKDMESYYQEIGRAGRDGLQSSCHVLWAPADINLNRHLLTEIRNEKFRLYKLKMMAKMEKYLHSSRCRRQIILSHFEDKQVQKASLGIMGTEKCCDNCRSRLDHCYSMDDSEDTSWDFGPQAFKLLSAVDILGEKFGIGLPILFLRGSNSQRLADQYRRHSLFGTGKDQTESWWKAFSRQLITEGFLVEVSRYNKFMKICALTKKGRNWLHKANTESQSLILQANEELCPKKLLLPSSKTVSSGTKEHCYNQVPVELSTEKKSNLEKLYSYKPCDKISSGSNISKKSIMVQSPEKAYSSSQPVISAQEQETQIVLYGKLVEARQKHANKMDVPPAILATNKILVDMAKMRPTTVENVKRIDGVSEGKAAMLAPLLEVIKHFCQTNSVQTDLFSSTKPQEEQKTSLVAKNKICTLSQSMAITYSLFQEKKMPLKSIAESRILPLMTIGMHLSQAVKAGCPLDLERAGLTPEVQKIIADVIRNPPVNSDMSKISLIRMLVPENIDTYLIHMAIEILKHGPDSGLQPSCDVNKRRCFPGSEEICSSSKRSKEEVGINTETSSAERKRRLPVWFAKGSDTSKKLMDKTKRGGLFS
#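 Screening of the MLSMR collection measured strand separation of a quenched forked DNA duplex (100 nM) by 20 nM WRN with 2 mM ATP, all final. Compounds were preincubated with enzyme 15 min at room temperature.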
# PI5P4Ka inh: inhibitors of human PI5P4K alpha. P48426. PI5P4Kalpha enzyme, ADP-Glo luminescence, 60 min; hits give low values. max response, %. 330,000 compounds, 1.2% hits; active = max response of -50% or lower; inconclusive = between -30% and -50%; inactive = -30% or higher; also: value at the top dose of about 77 µM; % is scaled to controls: 0 for no effect and ±100 for the full control effect
#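 ADP-Glo luminescence end-point read after a 60 min room-temperature kinase reaction of PI5P4Kalpha plus substrate, initiated with ATP at 5 microM final. Buffer: 0.038 M HEPES pH 7.4, EGTA, 0.1% CHAPS, 5% DMSO.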
# IL2 activator: activators of IL-2 | 360,000 compounds, 0.065% hits | activation, % (series mostly up to about 46 µM) | AID 652025 | IL-2 activation reporter assay, cell-based qHTS; stimulated with anti-CD3/CD4/CD28 beads; in transgenic mouse T cells; in the data active = activation above about 50%; inconclusive = mostly about 30% to 49%; also: 0% is about no effect
#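 First, unstimulated transgenic mouse T cells were exposed to compound for 60 min. Next, anti-CD3/anti-CD4-coated beads with anti-CD28 were added. Finally, after 18 h at 37 degrees C, EGFP and DsRed were imaged.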
# PLK1 PBD inh: blocks phosphopeptide binding to human PLK1 polo-box domain; Plk1 PBD binding of FITC phosphopeptide, fluorescence polarization; Potency, µM, inactives show max response, negative = inhibition, hits mostly inhibitors; 360,000 compounds, 2.8% hits; also: potency is read from the fitted curve at half-maximal effect; series mostly up to about 57 µM; % is scaled to controls: 0 for no effect and ±100 for the full control effect; nearly all actives have a fitted effect of over 65% in size
# FUS yeast rescue: suppressors of FUS proteinopathy in yeast; AID 1347120; 390,000 compounds, 0.24% hits; S. cerevisiae FUS-expressing, growth rescue, OD600, 24 h; Potency, µM (series often up to 76.6 µM), for inactives: top-dose growth rescue (activation), hits mostly activators;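 also: potency is read from the fitted curve at half-maximal effect; plate controls were DMSO vehicle for no effect and reference control for full effect; nearly all actives have a fitted effect of over 55% in size; some results filed as inactive show a strong effect at the top dose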
#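 Toxicity suppression screen in FUS-yeast. Cells induced with 2% galactose, starting OD 0.005, treated 24hr at 30C with compounds at multiple final concentrations; growth by OD600.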
# EPAC1 antag: antagonists of human EPAC1. O95398. EPAC1 GEF assay, Rap1b-BODIPY-GDP exchange fluorescence. Potency, µM (doses to about 115 µM), for inactives: at the top dose activity change, negative = inhibition, hits mostly inhibitors. 360,000 compounds, 0.14% hits. AID 720709;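 also: potency is read from the fitted curve at half-maximal effect; plate controls were vehicle for no effect and positive control for full effect; nearly all actives have a fitted effect of over 50% in size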
# Numbers without * were called inactive; ? = inconclusive; nt = no result given; & = joins results of further samples; [ ] = remark or other dose. Unless noted, calls follow the shape of the dose curve; as a rule, active = well fitted curve in the direction sought with a large enough effect; inconclusive = small, poorly fitted or top-dose-only effect, or another doubt; inactive = no such curve, though single readings can be large; an effect the other way counts as inactive or inconclusive. No enrichment for hits; 4.1% or so of the library scored in one or more.
SMILES,Abeta rescue,EPAC1 agonist,WRN helicase inh,PI5P4Ka inh,IL2 activator,PLK1 PBD inh,FUS yeast rescue,EPAC1 antag
CC1(C)CC(=O)C/C(=N\NC(=O)C2C3CCCCC32)C1 (stereo not given),1%,2%,4%,1,-0.3,-8%,0%,16%
CC(C)C(=O)Nc1nc2cc3c(cc2s1)OCCO3,8%,9%,-2%,-1,-3.2,-17%,19%,-6%
CC(=O)NCCc1nc2ccccc2n1CCc1ccccc1,-13%,-9%,-20%,2,0.3,-15%,29%,-10%
CC(OC(=O)CNC(=O)c1ccc(Cl)c([N+](=O)[O-])c1)C(=O)NC1CCCCC1C (stereo not given),14%,3%,-10%,6,-0.8,-3%,24%,0%
CCSc1ncc(C#N)c(=O)[nH]1,-2%,11%,-6%,-4,0.7,-8%,-6%,-10%
OC(CNCc1ccccc1C(F)(F)F)C(F)(F)F (stereo not given),-1%,-13%,-5%,5,1.3,?,2%,-15%
C[C@H](CO)N1C[C@H](C)[C@@H](CN(C)S(=O)(=O)c2cccc(F)c2)Oc2ncc(Br)cc2C1=O,9%,-5%,6%,-1,-3.4,-2%,3%,5%
Cc1cc(C(=O)OCC(=O)NC2CCCCC2C)c2ccccc2n1 (stereo not given),-9%,-3%,-3%,-2,-0.1,-11%,7%,6%
Cc1ccc(S(=O)(=O)Oc2ccc(N3C(=O)C4C5CCC(C5)C4C3=O)cc2)cc1 (stereo not given),-9%,3%,1%,1,-3.3,-5%,-2%,8%
O=C(O)c1ccc(-n2nnc3ccccc32)c([N+](=O)[O-])c1,0%,4%,-7%,?,0.4,-2%,-8%,6%
COc1cc(OC)c(C=NNC(=S)NC23CC4CC(CC(C4)C2)C3)c(OC)c1,7%,24%,-11%,16,-5.9,9%,nt,-12%
Cc1ccc2c(c1)C(c1ccc(F)cc1)N(C(=O)C1CC1)CC(=O)N2 (stereo not given),-2%,-5%,12%,-4,-1.0,-13%,3%,-18%
COc1ccc(N2CCN(C(=O)CSc3nnc(CNc4ccccc4)o3)CC2)cc1,-7%,7%,2%,nt,-3.4,-8%,18%,8%
C[C@H](CO)N1C[C@H](C)[C@@H](CN(C)C(=O)c2ccccn2)Oc2cc(Br)ccc2S1(=O)=O,10%,-5%,5%,0,1.2,-15%,-4%,7%
COCCNC(=O)C(OC(=O)c1cc2oc(C)cc2n1C)C(C)C (stereo not given),-5%,3%,3%,-8,-4.2,-6%,14%,20%
CCOC(=O)C(=NO)C1=CSC2=NNC(C)(C)N12,11%,-3%,-1%,-13,-1.8,-4%,7%,0%
Cc1ccc(C2CN(C)C3(C(=O)Nc4ccccc43)C23COc2ccccc2C3=O)cc1 (stereo not given),2%,1%,-8%,32,-0.1,9%,nt,-11%
COC1=CC(=O)OC12CCCCC2,-13%,-3%,-1%,10,1.7,0%,8%,-2%
CCOC(=O)C1=C(N)OC2=C(C(=O)CC(C)(C)C2)C1c1cc(CSc2nnnn2C)cs1 (stereo not given),36%,7%,-4%,-10,0.0,1%,5%,3%
Cn1c(=O)c2c(c3ccccc31)OC(=O)CC2c1cccnc1 (stereo not given),-2%,-11%,-5%,2,-0.4,-2%,-1%,-5%
COc1ccc(S(=O)(=O)N2CCN(c3ccc(F)cc3)CC2)cc1OC,-14%,17%,6%,4,-0.3,-16%,-7%,-8%
CCN(CC(=O)NC(C)C)C(=O)c1ccc(Cl)cc1,0%,-6%,2%,-4,1.1,4%,-5%,-1%
Cc1nc2ccccc2n1Cc1ccccc1Br,8%,7%,4%,0,-3.2,2%,-32%,-8%
CN=C(C)/C(C(=O)OC)=C(/O)c1ccc(Cl)cc1Cl,0%,-6%,-9%,-5,3.2,2%,-6%,-6%
CC1Cc2nc(SCC(=O)Nc3ccc(F)cc3F)n(C)c(=O)c2S1 (stereo not given),-5%,-2%,-4%,nt,0.1,-11%,-1%,12%

# Additional structures follow:
SMILES,Abeta rescue,EPAC1 agonist,WRN helicase inh,PI5P4Ka inh,IL2 activator,PLK1 PBD inh,FUS yeast rescue,EPAC1 antag
CC(=O)c1c(C)[nH]c(C(=O)Nc2nc(-c3ccc(Cl)cc3)cs2)c1C,-18%,7%,-14%,-11,-1.1,-6%,nt,8%
O=C(NCc1ccccc1CN1CCCC1)c1cccc(N2CCCC2=O)c1,9%,25%,-7%,0,0.5,0%,-9%,13%
CCC(CO)NC1=CC(=O)CCC1 (stereo not given),1%,-7%,-2%,0,-1.5,-14%,2%,?
Cc1ccc(O)c(NS(=O)(=O)c2cccc3nsnc23)c1,-28%,14%,6%,-11,0.8,?,11%,-11%
O=C(N/N=C/c1cn(-c2ccccc2)nc1-c1cc2ccccc2o1)c1ccncc1,2%,1%,-1%,?,-3.7,-7%,19%,-22%
CCO[C@@H]1OC(C(=O)N2CCN(Cc3ccc4c(c3)OCO4)CC2)=C[C@H](c2coc3ccccc3c2=O)[C@H]1CCCO,2%,-22%,1%,0,-0.2,-3%,-7%,-3%
CCc1[nH]nc(C(=O)N/N=C/c2ccncc2)c1C,1%,-4%,-5%,-1,-0.5,-3%,11%,-16%
O=C(Nc1nccs1)NC1CCCCC1,1%,0%,3%,3,0.4,-7%,6%,-19%
CC(=O)NC(c1ccccc1)c1nc(/C=C/c2ccccc2)cs1 (stereo not given),7%,0%,-5%,1,-0.2,-4%,-20%,-23%
Cc1nc2nc[nH]n2c(=O)c1C/C=C/c1ccccc1,-3%,3%,-6%,4,-0.1,2%,8%,4%
CCCCOc1ccc(Cn2c(=O)oc3ccccc32)cc1,7%&5%,8%,1%,2,-0.5,-14%,0%&-23%,1%
O=C(CCN1CCC(c2ccccc2)C1)c1ccccc1 (stereo not given),-1%,9%,-16%,nt,-3.7,?,26%,7%
CCOc1ccc(OCC)c(NC(=O)CCCN2C(=S)NC(C)(C)CC2C)c1 (stereo not given),-5%,8%,2%,-1,-3.7,-10%,29%,-19%
Cc1cc(F)ccc1S(=O)(=O)Nc1ccc(C(=O)N2CCCCC2)cc1,15%,4%,-4%,0,-0.2,-4%,16%,-9%
CC(=O)Nc1ccc(S(=O)(=O)Nc2ccc(NC(=O)c3ccco3)cc2)cc1,-7%,13%,69%[activator],nt,-0.4,-11%,-17%,-2%
O=C(Nc1c(Cl)cc(Cl)cc1C(=O)NCCN1CCOCC1)c1cccc([N+](=O)[O-])c1,8%,7%,5%,0,4.2,-13%,6%,-8%
COc1ccc(CC(=O)NCCS(=O)(=O)N2CCN(c3ccccc3)CC2)cc1OC,-1%,-1%,-9%,-5,-0.8,0%,14%,-9%
Cn1c(N)c(C(=O)CSc2nc3ccccc3n2-c2ccccc2)c(=O)n(C)c1=O,15%,5%,-14%,3,3.7,1%,-7%,-12%
O=C(Nc1ccc(F)cc1)c1cccc(NC(=O)C2C3CC4OC(=O)C2C4C3)c1 (stereo not given),11%,0%,1%,-1,2.0,0%,2%,9%
COc1cc(CC(CC(=O)c2ccc3c(c2)OCO3)C(=O)O)cc(OC)c1OC (stereo not given),1%,1%,3%,1,0.5,-13%,6%,18%
Cc1ccccc1CC(=O)c1ccc(O)c(C)c1O,22%,-2%,-10%,6,-0.6,-17%,-3%,-21%
O=C(Nc1nc2ccc(F)cc2s1)c1ccc(N2CCCC2=O)cc1,7%,-7%,7%,-11,-1.0,1%,11%,16%
COC(=O)C1CCN(C(=O)Cn2nnc(-c3cccc(F)c3)n2)CC1,-14%,2%,4%[57.1 µM],0,0.7,-2%,-22%,-13%
COc1ccc(CCN2CC(C(=O)OCC(=O)N(C)CC(=O)Nc3ccccc3Cl)CC2=O)cc1OC (stereo not given),8%,5%,-5%,-4,-0.5,-2%,2%,4%
Cc1ccccc1-c1cc2c(nn1)-c1ccccc1C2=O,4%,10%,-9%,2,-0.6,-3%,-3%,-18%

# (cont.)
SMILES,Abeta rescue,EPAC1 agonist,WRN helicase inh,PI5P4Ka inh,IL2 activator,PLK1 PBD inh,FUS yeast rescue,EPAC1 antag
Cc1cc(C)n2nc(SCCOc3ccccc3F)nc2n1,-7%,-4%,-28%,2,-0.1,0%,4%,-17%
O=C(CSc1nc(-c2ccccc2)nn1C(=O)c1ccccc1)Nc1cccc([N+](=O)[O-])c1,6%,17%,2%,nt,-0.8,?,34%,6%
CC1=C(C(=O)OC(C)(C)C)C(c2ccc(Br)cc2)NC(=O)N1CCCC(=O)O (stereo not given),10%,12%,12%,-68*,0.1,-6%,-11%,-25%
O=C(NCC1CCCO1)c1ccc(N2CCCCC2)c([N+](=O)[O-])c1 (stereo not given),18%,-8%,1%,1,-2.6,-8%,-10%,-2%
OC(COc1c(Br)cc(Br)cc1Br)CN1CCOCC1 (stereo not given),-3%,1%,-17%,1,-3.7,-8%,nt,-20%
O=C(Nc1ccc2c(c1)OCO2)c1cc2ncc(Br)cn2n1,8%,4%,?,?,0.7,12µM*,?,-9%
Cc1nc2c(OCc3ccc(Cl)cc3)cccn2c1N(C)C(=O)CCC1CCCC1,-1%,2%,-4%,6,-0.6,-1%,8%,-18%
c1ccc(CSc2nnc(-c3cccnc3)o2)cc1,17%,7%,5%,4,-0.5,-7%,8%,4%
Cc1ccc(/C=C2\CC(C)CC3=C2NC(=S)NC3c2ccc(C)cc2)cc1 (stereo not given),?,7%,-11%,-9,-2.5,?,?,-10%
COC(=O)Cc1c(O)ccn(Cc2cccc(C(F)(F)F)c2)c1=O,-10%,4%,4%,-5,-5.2,-4%,-6%,18%
CCSc1nc(N)c(C#N)c(-c2ccco2)c1C#N,-47%[inhibitor],8%,?,-18,0.0,?,41%,9%
COc1cccc2cc(C(=O)N3CCN(c4ccccn4)CC3)c(=O)oc12,14%,-4%,10%,5,1.8,-25%,25%,-2%
COc1cccc(-c2cc3nc(NCc4cccnc4)n(C)c(=O)c3s2)c1,11%,-7%,3%,-3,2.0,-2%,-17%,12%

# Four entries already listed, sorted by the number in EPAC1 antag, lowest first:
molecule | WRN helicase inh | PI5P4Ka inh | IL2 activator | PLK1 PBD inh | EPAC1 antag
Cc1ccccc1-c1cc2c(nn1)-c1ccccc1C2=O | -9% | 2 | -0.6 | -3% | -18%
Cc1ccc(C2CN(C)C3(C(=O)Nc4ccccc43)C23COc2ccccc2C3=O)cc1 (stereo not given) | -8% | 32 | -0.1 | 9% | -11%
CCN(CC(=O)NC(C)C)C(=O)c1ccc(Cl)cc1 | 2% | -4 | 1.1 | 4% | -1%
CC(OC(=O)CNC(=O)c1ccc(Cl)c([N+](=O)[O-])c1)C(=O)NC1CCCCC1C (stereo not given) | -10% | 6 | -0.8 | -3% | 0%
